# AID inh: Primary qHTS assay for inhibitors of Activation Induced Cytidine Deaminase (AID): AID signal | 91,000 compounds, 0.32% hits | AID deamination FRET fluorescence, UDG-coupled, 4 h | Potency, µM (titrated, usually from 115 µM), inactives show top-dose activity change, negative = inhibition, actives largely listed as inhibitors | Single-stranded DNA cytosine deaminase (Homo sapiens), Q9GZX7; further: nearly all actives have a fitted effect of over 25% in size
# Target sequence (Q9GZX7 whole entry, looked up): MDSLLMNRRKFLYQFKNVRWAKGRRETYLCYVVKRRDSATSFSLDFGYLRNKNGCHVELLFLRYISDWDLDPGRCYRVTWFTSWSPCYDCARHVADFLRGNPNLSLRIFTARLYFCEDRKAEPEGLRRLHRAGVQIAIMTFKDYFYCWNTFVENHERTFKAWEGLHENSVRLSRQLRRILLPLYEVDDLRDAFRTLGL
# UDG counterscr: Primary qHTS assay for inhibitors of Activation Induced Cytidine Deaminase (AID): UDG Counterscreen signal; 91,000 compounds, 0.14% hits; FRET deamination/UDG coupled assay, UDG read, 4 h; Potency, µM (highest dose often 115 µM), for inactives: top-dose activity change, negative = inhibition, most hits filed as inhibitors; Uracil-DNA glycosylase; AID 1347430, 2020; further: nearly all actives have a fitted effect of over 65% in size
# Active calls of the source: *; ? = inconclusive; [ ] = remark or other dose. The call rests on the fitted dose curve; in most records, active means well fitted curve in the direction sought with a large enough effect; inconclusive means small, poorly fitted or top-dose-only effect, or another doubt; inactive means no such curve, though single readings can be large; an effect the other way counts as inactive or inconclusive. On the % scale 0 is the no-effect control and ±100 the full control effect; potency means the concentration at half of the fitted maximal effect.
SMILES,AID inh,UDG counterscr
O=C(/C=C/c1ccccc1)Nc1nc2n(n1)C(c1ccc(Cl)cc1)C=C(c1ccccc1)N2 (configuration not stated),-23.9%,3.0%
CCOCCCNC(=S)N1CCc2cc(OC)c(OC)cc2C1,11.5%,7.2%
COc1cccc(CN2CCCCCC2c2cccs2)c1OC (configuration not stated),-22.8%,-16.4%
Cc1c(C(=O)NCCc2ccc(Cl)cc2)sc2nc3n(c(=O)c12)CCCC3,?,-7.5%
Cc1ccc(-n2c(=O)c3c(C)c(C)sc3n(CC(=O)NCc3ccccc3)c2=O)cc1C,-8.8%,44.8%[activator]
CN1CCN(C(=O)Nc2cccc(Cl)c2)c2cccnc21,0.9%,5.9%
COc1cccc2cc(-c3nc4ccc(C)cc4[nH]3)c(=O)oc12,5.1%,-0.3%
Cc1cc(C)c2nc(C)cc(Nc3cccc(C(=O)O)c3)c2c1,13.6%[57.5 µM],-11.1%[57.5 µM]
COc1cccc(C(=O)COC(=O)c2cc3c(s2)-c2ccccc2OC3)c1,10.5%,-7.6%
CCCOc1cc(C)ccc1S(=O)(=O)Nc1cccnc1,-0.6%,-2.1%
CN(C)c1ccc(CN(Cc2ccco2)C(=O)c2ccc(F)cc2)cc1,?,-26.7%
CCc1ccc(NC(=O)c2sc3nc(C)c(Cl)c(C)c3c2N)cc1,16.7%,-0.1%
CCCNC(=O)c1ccccc1NC(=O)c1nsc2ccccc12,12.4%,15.6%
CC1CCCC(c2ccc(O)cc2)(c2ccc(O)cc2)C1 (configuration not stated),32.3%,4.0%
CN(C)c1cccc(C(=O)Nc2ccc(-c3nc4ccccc4s3)cc2)c1,8.4%,-0.8%
COc1ccc(CCNC(=O)c2ccc3c(Cl)c4c(nc3c2)CCCC4)c(OC)c1,?,-7.4%
COc1cccc(NC(=O)CSc2nc3cc(OC)c(OC)cc3c3nc(-c4ccccc4)nn23)c1,-5.4%,-5.2%
COc1ccc(C(CC(=O)Nc2ccccn2)N2Cc3ccccc3C2=O)cc1OC (configuration not stated),-2.2%,5.1%
Cc1ccc(C)c(Cn2c(=O)n(-c3ccccc3)c(=O)c3c4c(sc32)CCCC4)c1,18.8%,-2.3%
COc1ccc(-n2ncc(C(=O)N3CCN(c4cc(C)ccc4C)CC3)c2C2CCN(C(=O)OC(C)(C)C)CC2)cc1,-11.5%,3.1%
CCc1ccc(NC(=O)Cn2ccn(Cc3ccccc3OC)c(=O)c2=O)cc1,13.4%,0.8%[57.5 µM]
COc1cc(/C=C(/CC(=O)O)c2nc3ccccc3s2)cc(OC)c1,3.6%,-1.8%
Cc1nc2cc(NC(C)C(=O)Nc3cccc(Cl)c3Cl)ccc2o1 (configuration not stated),0.3%,8.9%
COc1ccc(NC(=O)c2sc3nc(C)c(C(=O)Nc4ccc(C)cc4C)c(-c4ccc(C)o4)c3c2N)cc1,296.1%[activator],5.0%
COc1cccc(OCc2nc3ccccc3n2CCOc2ccc(C)cc2)c1,?,-9.9%
CCn1cnnc1-c1cccc(NC(=O)c2ccc(Br)cc2)c1,3.9%,7.0%
Cc1ccc(NC(=O)C2CCC(CNS(=O)(=O)c3cccc4nsnc34)CC2)c(Cl)c1 (configuration not stated),27.1%[57.5 µM],-5.8%[57.5 µM]
CCCCN(CC)C(=O)NNC(=O)C(C)Oc1ccc(C#N)cc1 (configuration not stated),1.9%,-2.1%
O=C(Cc1c(F)cccc1Cl)NCc1cccc(C(=O)Nc2ccccc2)c1,-5.6%,-8.6%
CCN1CCCC1CNC(=O)c1n[nH]c(=O)c2ccccc12 (configuration not stated),-2.3%,-4.2%
NC(=O)c1ccccc1NC(=O)c1cc2ccccc2oc1=O,-0.4%,-1.6%
CCN(C(=S)Nc1cc(S(=O)(=O)N(C)C)ccc1C)c1cccc2ccccc12,79.4µM*,?
CCOC(=O)c1ccccc1NC(=O)c1cc2ccc3cccnc3c2[nH]1,-12.4%,-1.5%
COc1ccc(C(=O)Nc2c(N3CCCC3)c3ccccc3oc2=O)cc1OC,3.2%,-1.2%
Cc1ccccc1OCc1nc(C#N)c(NCc2ccccc2Cl)o1,4.0%,0.6%
Clc1ccc(-c2noc(C34CC5CC(CC(C5)C3)C4)n2)cc1,4.5%,1.3%
Cc1ccc(CNC(=O)Nc2cccnc2)s1,2.7%,-0.9%
Cc1ccc(Cl)cc1NC(=O)Cn1c(=O)oc2cc(S(=O)(=O)N3CCCCCC3)ccc21,-7.1%,-23.9%
CN(C)c1oc(-c2ccc(F)cc2)nc1S(=O)(=O)c1ccc2c(c1)OCCO2,?,-12.9%
CSc1ccccc1C(=O)NC1CCC(C)CC1 (configuration not stated),-7.8%,2.2%

# Arranged by the number under AID inh (low to high): some entries from above
Compound	AID inh
Cc1ccc(Cl)cc1NC(=O)Cn1c(=O)oc2cc(S(=O)(=O)N3CCCCCC3)ccc21	-7.1%
O=C(Cc1c(F)cccc1Cl)NCc1cccc(C(=O)Nc2ccccc2)c1	-5.6%
Clc1ccc(-c2noc(C34CC5CC(CC(C5)C3)C4)n2)cc1	4.5%

# The list goes on.
SMILES,AID inh,UDG counterscr
CN(C)S(=O)(=O)c1ccc2oc(SCCOc3ccc(Br)cc3)nc2c1,-4.7%,-2.4%
Cc1ccc(NC(=O)C2CCC(CNS(=O)(=O)c3ccc4c(c3)C(C)(C)C(=O)N4C)CC2)cc1 (configuration not stated),5.2%,8.1%
CCn1c2ccccc2c2cc(CN3CCN(Cc4ccc(OC)c(OC)c4)CC3)ccc21,-18.6%,-10.3%
CC(C)CNC(=O)C(Cc1ccccc1)NC(=O)C(c1ccccc1)c1ccccc1 (configuration not stated),-12.8%,-13.0%
CCc1ccc(-c2nn(CC(=O)NC3CCCCC3)c3c2cnc2ccc(C)cc23)cc1,2.5%,4.7%
CO/S(=N\S(=O)(=O)c1ccc(Cl)cc1)c1ccc([N+](=O)[O-])cc1 (configuration not stated),-4.7%,-3.9%
Clc1cccc(-c2nn3c(Cn4cnc5ccccc54)nnc3s2)c1,-11.2%,-0.5%
Cc1oc2ncn(C)c(=O)c2c1C(=O)N1CCN(c2ccc(Cl)cc2)CC1,8.0%,38.9%[activator]
C=CCOc1ccc(CNC2CC2)cc1,-8.3%,1.2%
CCOC(=O)c1cnc2ccccc2c1Nc1ccc(N2CCOCC2)cc1,3.9%,-1.6%
COC(=O)c1ccccc1NC(=O)C1CCN(C(=O)N2CC(C)Oc3ccccc32)CC1 (configuration not stated),?,-7.7%
COc1cccc(C2=CC(c3ccccc3F)n3ncc(C(=O)Nc4ccc(C)cc4)c3N2)c1 (configuration not stated),233.7%[activator],-18.7%
Cc1ccc(NC(=O)C(=O)NCC(c2ccc3c(c2)OCO3)N2CCN(c3ccccc3)CC2)cc1 (configuration not stated),8.4%,9.2%
CCCNC(=O)C(Cc1ccccc1)NS(=O)(=O)c1ccc2c(c1)c(=O)n(C)c(=O)n2C (configuration not stated),8.1%,-6.2%
COc1ccc(NC(=O)c2ccco2)cc1NC(=O)c1cc(Br)ccc1Cl,10.5%,-2.3%
CCc1ccc(-c2cc(C)no2)cc1S(=O)(=O)Nc1ccc(C)cn1,45.0%[activator],-17.0%
Cc1ccc(NC(=O)c2c(C)oc3ccc(O)c(CN(C)Cc4ccccc4)c23)c(C)c1,-7.4%,-6.0%
O=C(CCC(=O)Nc1ccc(Cl)cc1Cl)N/N=C/c1c2ccccc2cc2ccccc12,-9.9%,-1.4%
CC(=O)N1CCC(NC(=O)c2cc(C)nc3cc(F)ccc23)CC1,9.5%,2.0%
COc1ccc(CCNS(=O)(=O)c2c(C)nc3sccn3c2=O)cc1OC,3.7%,9.6%
CSc1ccc(CCNC(=O)C(C)n2nc(C)c3sc4ccccc4c3c2=O)cc1 (configuration not stated),6.3%,-1.5%
CCc1nnc(NC(=O)C(=O)c2cc(C)n(-c3ccccc3)c2C)s1,-10.0%,-9.3%
Cc1cc2c(n1-c1ccc(C(=O)NCc3ccccc3Cl)cc1)CCCC2,-17.6%,-2.2%
CC(=O)N1CCCc2cc(S(=O)(=O)N3CCCC(C(=O)Nc4ccc(C)c(C)c4)C3)ccc21 (configuration not stated),1.5%,-4.1%
Cc1cc(NC2CCCCC2)nc(-n2nc(C)cc2C)n1,-5.3%,4.2%
Cc1cc(C)c(NS(=O)(=O)c2ccc(N3C(=O)CCS3(=O)=O)cc2)c(Cl)c1,2.1%,-2.1%
CCCC(=O)N1CCN(c2oc(/C=C/c3cccc(OC)c3)nc2C#N)CC1,4.6%,3.3%
CCCc1ccc(OCC)c(-c2csc(N)n2)c1,0.2%,-4.8%
CSc1ccc(CNC(=O)Cc2csc3ccccc23)cc1,-28.8%,-16.3%
CC1Cc2cc(S(=O)(=O)CCC(=O)Nc3ccccc3F)ccc2N1C(=O)C1CC1 (configuration not stated),15.2%,-1.4%[57.5 µM]
CCOc1ccc(N2CC(NC(=O)Cc3ccccc3)CC2=O)cc1 (configuration not stated),-4.8%,-13.0%
Cc1cc(C)cc(-n2ccnc2SCC(=O)Nc2nc3ccccc3s2)c1,-15.9%,-11.6%
CCC(=O)N1c2ccccc2CC1C(=O)NCc1ccccc1Cl (configuration not stated),9.7%,?
O=C(CSc1ccc2c(c1)OCCO2)c1ccc2c(c1)CCC2,-11.4%,-3.8%
Cc1ccc2c(c1)CCCN2C(=O)c1cc2cc(C)ccc2nc1C,-10.7%,-2.6%
CC(C)c1ccc(-c2cc(C(=O)O)c3ccccc3n2)cc1,-4.4%,-1.8%
CCC(Oc1ccccc1F)C(=O)NCc1csc(-c2ccccc2)n1 (configuration not stated),-9.0%,-7.0%
NC(=O)C(NC(=O)NCC(F)(F)F)C(N)=O,-5.9%,5.0%
CCOc1ccccc1C(=O)NC(C(=O)OCC(C)C)C(C)C (configuration not stated),-1.0%,3.7%
Cc1nc2c(=O)oc3ccccc3c2nc1C,1.7%,-7.1%

# Next section, overlapping the part above by 5 compounds.
SMILES,AID inh,UDG counterscr
CC(C)c1ccc(-c2cc(C(=O)O)c3ccccc3n2)cc1,-4.4%,-1.8%
CCC(Oc1ccccc1F)C(=O)NCc1csc(-c2ccccc2)n1 (configuration not stated),-9.0%,-7.0%
NC(=O)C(NC(=O)NCC(F)(F)F)C(N)=O,-5.9%,5.0%
CCOc1ccccc1C(=O)NC(C(=O)OCC(C)C)C(C)C (configuration not stated),-1.0%,3.7%
Cc1nc2c(=O)oc3ccccc3c2nc1C,1.7%,-7.1%
CC(Sc1ccc(F)cc1)C(=O)NC1(C#N)CCCCC1 (configuration not stated),-1.2%,-2.6%
Cc1ccc(Oc2ccccc2NC(=O)CC(C)(C)CC(=O)O)cc1,2.4%,-4.5%
Cc1cc2oc(=O)cc(CN(C)CCOc3ccccc3F)c2cc1C,-9.5%,-6.7%
O=C(c1ccc2c(c1)N(Cc1cccc(Cl)c1)C(=O)c1ccccc1S2(=O)=O)N1CCCCC1,-16.2%,-5.4%[57.5 µM]
CCN(CC)C(=O)Cn1c(=O)n(-c2ccc(C)c(C)c2)c(=O)c2c3c(sc21)CCCCC3,6.8%,-3.3%
CC(C)c1ccc2oc(=O)cc(-c3oc4ccccc4c3N)c2c1,6.2%,-1.9%
COc1ccc(CC(=O)Nc2nc3c(s2)CC(C)CC3)cc1 (configuration not stated),-10.0%[57.5 µM],-14.3%[57.5 µM]
Cc1ccc(N2CC(NC(=O)C3CCCC3)CC2=O)cc1C (configuration not stated),10.1%,-3.3%
Cc1ccc2c(c1)c1c3n2CCN(C(=O)c2cccc(C(F)(F)F)c2)C3CCC1 (configuration not stated),?,-19.3%
CC(/C=C/c1ccccc1)=N/NC(=S)NC1CCCCC1,-17.7%,-9.5%
CCc1ccc(NC(=O)CCn2c(=O)c3cccn3c3ccccc32)cc1,-1.4%,-6.1%[57.5 µM]
CCOCCCNC(=O)c1ccc2nc(CCc3ccccc3)oc2c1,6.5%,-0.2%
CCCc1cc(C(=O)NC2CC2)cs1,1.7%,3.5%
CCOC(=O)c1cc(-c2ccccc2)n(CC(=O)Nc2ccc(CC)cc2)c1C,34.7%[activator],-7.9%[57.5 µM]
Cc1ccc(Cl)cc1N1CCN(C(=O)c2cccn2-c2nnc(N3CCCC3)s2)CC1,?,30.0%
O=C(C1CC1)N1CCc2cc(Br)cc(S(=O)(=O)Nc3ccc(C(F)(F)F)cc3)c21,-5.7%,-6.0%
CC1CCN(S(=O)(=O)c2cc(C(=O)N3CCN(c4cccc(Cl)c4)CC3)n(C)c2)CC1,?,-16.5%
CC(C)c1ccc(NC(=O)c2cccc3c2C(=O)N(C2CCCCC2)C3)cc1,-18.3%,1.0%
CCc1nnc(NC(=O)Cc2coc3cc(C)c(C(C)C)cc23)s1,8.9%,-2.1%
CCOc1ccc(CCNC(=O)Cc2ccc(NC(=O)N3CCSc4ncccc43)cc2)cc1,-10.6%,-8.0%
Cc1cc(C)cc(-n2cnc3cc(C(=O)NCCc4ccccc4)ccc32)c1,?,-17.5%
CCc1ccc(C2C(C(=O)OC)C(=O)CC(C)(O)C2C(=O)OC)cc1 (configuration not stated),1.7%,0.6%
Cc1ccc(OCC(=O)Nc2ccccc2C(=O)OCc2cc(=O)n3nc(C4CC4)sc3n2)cc1,-2.9%,-8.6%
CCOc1ccc(-n2c(SCC(=O)N3CCOCC3)nc3c([nH]c4ccccc43)c2=O)cc1,21.9%,-4.2%
CC(=O)c1c(C)[nH]c(C(=O)OC(C)C(=O)c2ccc(Cl)cc2)c1C (configuration not stated),3.5%,-13.6%
CCn1ccc2cc(S(=O)(=O)N3CCC(C(=O)NCc4cccc(Cl)c4)CC3)ccc21,-1.2%,-17.8%
CCC(C(=O)NC1CCCCC1)n1c(SCc2cccc(C)c2)nc2ccncc21 (configuration not stated),2.5%,4.7%

# Screening data from PubChem.

# These rows are one share of the data; count on the stated rates, not on these rows.
